NS5 inhibitors = Dengue-2 NS5 methyltransferase inhibitors, primary screen, biochemical, confirmation dose response (AID 588689) | Dengue-2 NS5 methyltransferase capping enzyme assay, biochemical; higher % means a stronger effect | inhibition, % at 25 µM; hits with a dose series show IC50 in µM | Genome polyprotein (Dengue virus type 2 (strain 16681-PDK53)) | 340,000 compounds, 0.3% hits; in the data active = a potency from the dose series; inconclusive = inhibition above about 29% without an active follow-up result
GPR55 activation = GPR55 agonists via beta-arrestin recruitment, primary screen, imaging, U2OS cells, beta-arrestin-GFP redistribution (AID 1961). G-protein coupled receptor 55 (Homo sapiens). U2OS GPR55 beta-arrestin-GFP redistribution imaging; higher % means a stronger effect. 290,000 compounds, 0.048% hits. one-dose activation, % at 10 µM; EC50 in µM for titrated hits;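 active = activation above 40% with more than 50 cells counted in the well; inconclusive = wells holding fewer than 50 cells, flagged as toxic or sparse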;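 note: U2OS osteosarcoma cells stably expressing GPR55 and beta-arrestin-GFP; plate controls were DMSO negative control for no effect and LPI positive control for full effect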
GPR55 antagonists = GPR55 antagonists blocking LPI-driven arrestin recruitment, primary screen, imaging, U2OS, beta-arrestin-GFP, LPI agonist (AID 2013); G-protein coupled receptor 55 (Homo sapiens); U2OS GPR55 beta-arrestin-GFP translocation imaging, LPI antagonism; higher % means a stronger effect; inhibition, % at 10 µM; hits with a dose series show IC50 in µM; 290,000 compounds, 0.13% hits;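 active = spots per cell inhibited over 60%, with over 100 cells counted and total cytoplasm intensity under 500,000; inconclusive = wells with under 100 cells, flagged as likely toxic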;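 note: U2OS cells stably carrying GPR55 and arrestin-GFP stimulated by 5 µM LPI near EC80; imaged beta-arrestin-GFP aggregate spots per cell after agonist stimulation; plate controls were LPI-stimulated DMSO wells for no effect and DMSO wells without LPI for full effect; some results filed as inactive read as strong as hits; confirmed hits need IC50 under 10 µM and bright autofluorescent wells are also inconclusive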
Yfh1-off respiration = enhancers of respiration in Yfh1-depleted yeast, dose response, Friedreich's ataxia, plus single-dose screen (AID 1465); S. cerevisiae Yfh1-off respiration, WST-1 reduction, 72 h; higher fold induction means a stronger effect; fold induction at 50 µM, or EC50 in µM where a hit was titrated; 220,000 compounds, 0.074% hits;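 active = fold induction of absorbance versus untreated yeast above a set limit, then at least 30% activation at any dose in follow-up; inconclusive = repeats straddling the limit, or above it without dose testing; inactive = fold induction below the set limit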;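 note: activators that raise dye reduction in frataxin-depleted yeast; strong numbers were not always called active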
Rac1 GTP hydrolysis = MgcRacGAP GTPase-activating activity inhibitors, confirmation, biochemical, ADP Hunter fluorescence; Rac GTPase-activating protein 1 (Homo sapiens); MgcRacGAP-stimulated Rac1 GTP hydrolysis, ADP Hunter fluorescence; higher % means a stronger effect; GST-tagged Rac1 F28L mutant substrate; inhibition, % at 30 µM; hits with a dose series show IC50 in µM; 340,000 compounds, 0.6% hits; AID 624330, 2012;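 active = first-screen hits whose inhibition reached a set limit at any dose in the follow-up dose series; inconclusive = inhibition above the set first-screen limit but never retested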;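 note: fluorescence reports GDP produced by GAP-driven GTP hydrolysis; strong numbers were not always called active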
AID2073 = inhibitors of Mint1-CaV2.2 protein interaction, biochemical, HTRF (AID 2073); one-dose inhibition, % at 20 µM; IC50 in µM for titrated hits; 290,000 compounds, 0.19% hits; HTRF protein-protein interaction, Mint1-CaV2.2; higher % means a stronger effect; Voltage-dependent N-type calcium channel subunit alpha-1B (Homo sapiens); in the data active = inhibition mostly above about 51%, no sharp cut-off; inconclusive = no clear call, values can overlap the other calls; inactive = mostly below about 53%; note: some results filed as inactive read as strong as hits
SV40 large T antigen = SV40 large T antigen inhibitors, biochemical (AID 1903); SV40 large T antigen ATPase/helicase inhibition assay; higher % means a stronger effect; one-dose inhibition, % at 20 µM; IC50 in µM for titrated hits; 310,000 compounds, 0.39% hits; in the data active = a potency from the dose series; inconclusive = inhibition mostly from about 32% at the one dose, without a potency; inactive = the rest, 99 in 100 with inhibition below about 32%; note: strong numbers were not always called active
NTR1 ag = agonists of NTR1, primary screen, imaging, U2OS cells, beta-arrestin-GFP, high content (AID 493036). Neurotensin receptor type 1 (Homo sapiens), P30989. NTR1-U2OS beta-arrestin-GFP spot imaging, agonist mode. activation, % at 20 µM. 330,000 compounds, 0.17% hits;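 active = activation at or above 40% of the spot to cytoplasm intensity ratio, with at least 20 cells analyzed; inconclusive = wells under 20 cells, flagged as cytotoxic or low count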;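 note: 0% = DMSO without peptide and 100% = 100 nM NTR1 peptide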
Target sequence (P30989 whole entry, looked up): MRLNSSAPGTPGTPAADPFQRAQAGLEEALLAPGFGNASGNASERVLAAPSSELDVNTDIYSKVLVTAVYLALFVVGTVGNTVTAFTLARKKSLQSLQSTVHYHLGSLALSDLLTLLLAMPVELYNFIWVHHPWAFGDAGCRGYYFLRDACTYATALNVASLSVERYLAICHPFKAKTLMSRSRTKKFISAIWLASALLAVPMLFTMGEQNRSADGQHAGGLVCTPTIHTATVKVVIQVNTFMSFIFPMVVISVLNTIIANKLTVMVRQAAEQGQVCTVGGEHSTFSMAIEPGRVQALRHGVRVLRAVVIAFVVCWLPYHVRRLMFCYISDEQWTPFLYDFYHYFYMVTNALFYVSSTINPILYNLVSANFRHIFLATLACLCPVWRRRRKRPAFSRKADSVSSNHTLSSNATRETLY
GPR35 antagonists = GPR35 antagonists blocking zaprinast-driven arrestin recruitment, primary screen, imaging, U2OS, beta-arrestin-GFP, zaprinast agonist (AID 2058); G-protein coupled receptor 35 (Homo sapiens); U2OS GPR35 beta-arrestin-GFP translocation imaging, zaprinast antagonism; higher % means a stronger effect; one-dose inhibition, % at 10 µM; IC50 in µM for titrated hits; 290,000 compounds, 0.052% hits;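 active = inhibition of at least 50% with at least 30 cells and total cytoplasm GFP at most 10,000,000; inconclusive = under 30 cells or total GFP of 10,000,000 plus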
NTR1 ag cell count 20 µM = also measured in NTR1 ag; calls as there; cell count; measured here: cell count, cytotoxicity flag
The depositor's hits bear a star; i = inactive; ? = inconclusive; · = not tested or not shown.

SMILES | NS5 inhibitors | GPR55 activation | GPR55 antagonists | Yfh1-off respiration | Rac1 GTP hydrolysis | AID2073 | SV40 large T antigen | NTR1 ag | NTR1 ag cell count 20 µM | GPR35 antagonists
CCOc1ccccc1C(=O)Nc1c[nH]c(=O)[nH]c1=O | -9% | -0.2% | -12% | · | 5% | 18% | 14% | -0.2 | 65 | -7%
COc1ccc(O)c(C(=O)c2cnc3c(c2)c(=O)[nH]c(=O)n3C)c1 | 1% | 0.3% | 10% | i | 1% | -3% | 3% | -1.2 | 49 | -7%
NS(=O)(=O)c1ccc(CCNC(=O)COC(=O)c2cc([N+](=O)[O-])ccc2N2CCOCC2)cc1 | -10% | · | · | · | 6% | · | 17% | -0.3 | 74 | ·
Cc1cc(C)c(COCc2cc(/C=N/O)c(C)cc2C)cc1/C=N/O | -3% | -0.1% | 3% | i | 2% | -4% | 0% | 9.1 | 33 | -4%
COc1ccc(CNC(=O)Cc2c(C(=O)O)[nH]c3ccccc23)c(OC)c1 | 1% | 0.4% | 11% | · | 6% | 9% | 9% | 0.0 | 73 | 10%
O=C(O)/C=C/C(=O)c1ccc2c(c1)NC(=O)CO2 | >100µM* | 0.1% | 11% | i | 17% | 33% | 29% | -0.4 | 33 | 5%
NC(N)=NS(=O)(=O)c1ccc(NC(=S)NC(=O)c2ccc3c(c2)OCO3)cc1 | -8% | -0.2% | 3% | i | 0% | 36% | 6% | 4.0 | 42 | -6%
CN(C)Cc1cc(CCNC(=O)c2ccc(Cl)cc2)ccc1O | 0% | -0.2% | -9% | i | 1% | 0% | 7% | -0.9 | 50 | 0%
CCOc1ccccc1N1CCN(C(=S)Nc2ccc(S(N)(=O)=O)cc2)CC1 | -6% | 0.0% | -2% | i | 4% | -1% | 5% | 3.8 | 45 | 0%
CCCCCC/C=N/Nc1nnc(Cc2ccccc2)c(=O)[nH]1 | -4% | 0.0% | 3% | · | 4% | 8% | 5% | 0.1 | 95 | 5%
COc1ccc(N=C(C)C2=C(O)CSC2=O)cc1 | -2% | -0.1% | 11% | i | 1% | -2% | 24% | 0.8 | 43 | 0%
COc1cccc(-c2nc(=S)c3c(n2Cc2ccco2)CCCC3)c1 | -6% | 0.2% | 11% | i | 16% | 14% | 6% | 30 | 54 | -8%
CC(=O)C1C(c2ccccc2)c2c(n[nH]c2C)CC1(C)O (stereo unspecified) | 0% | 0.8% | -3% | i | 7% | 2% | 7% | 0.9 | 63 | -10%
Cc1ccc(C(=O)/C=C/N(C)C)o1 | -4% | 0.2% | 7% | i | 2% | 2% | 1% | -0.8 | 37 | 5%
Cc1c(Cl)cccc1Nc1nc(NCCO)c2ccccc2n1 | · | -0.1% | 18% | · | 4% | 21% | 10% | 4.0 | 56 | -9%
CCC(C)NC(=O)c1ccc2c(c1)N(Cc1ccccc1)C(=O)CS2 (stereo unspecified) | 0% | 0.5% | -7% | i | 6% | 3% | 5% | 0.8 | 41 | -2%
Cc1cccc(N(CC(=O)N2CCc3ccccc3C2)S(C)(=O)=O)c1C | 0% | 1.1% | 12% | · | -12% | -7% | 3% | -0.5 | 56 | 3%
O=C(Oc1cccc(-n2cnnn2)c1)c1sc2ccccc2c1Cl | 1% | -0.2% | 3% | i | 3% | 9% | -3% | 1.7 | 80 | 14%
CCCCC(CC(O)COCCC)c1n[nH]c(=S)n1-c1ccccc1 (stereo unspecified) | -6% | -0.1% | 1% | i | 5% | -17% | 5% | 1.1 | 43 | 3%
Cn1ncc2c(NNC(=O)c3ccccc3Cl)ncnc21 | -2% | -0.2% | 4% | i | 12% | 4% | 31% | 0.6 | 44 | 2%
CC(C)N(CCNC(=O)c1cn(C)c2ccc(S(=O)(=O)N(C)C)cc2c1=O)Cc1ccccc1 | -4% | -0.1% | -16% | i | 0% | 2% | 10% | -0.9 | 46 | 4%
Cc1ccc(CN(Cc2ccco2)C(=S)NCC(=O)O)cc1 | -3% | -0.2% | 3% | i | 6% | -14% | -1% | -1.0 | 63 | 4%
CC1CCN(c2nnc(N)s2)CC1 | -4% | 0.0% | 0% | i | 6% | -3% | 11% | · | · | 3%
CC(CCc1ccccc1)NC(=O)C1CCN(S(=O)(=O)c2cnc[nH]2)CC1 (stereo unspecified) | -7% | -0.1% | -9% | i | 2% | -3% | 8% | -2.1 | 61 | -3%
COc1ccc(-c2cc(C(=O)Nc3cccnc3)c3ccccc3n2)cc1OC | 1% | -0.1% | 7% | · | -5% | 14% | 26% | 0.4 | 73 | 2%
O=C1NCCCC1C(=O)N/N=C/c1ccccc1O (stereo unspecified) | -5% | 0.2% | -4% | i | 5% | 18% | 11% | -1.2 | 93 | -3%
CN(Cc1ccccc1)C(=O)c1c[nH]c2ccc(S(=O)(=O)N3CCOCC3)cc2c1=O | -6% | 0.1% | 3% | i | 6% | -1% | 14% | -1.0 | 78 | -5%
Cc1nn(CC(=O)N2CCCc3ccccc32)c(C)c1[N+](=O)[O-] | -4% | -0.1% | 13% | i | 6% | 2% | 2% | -1.7 | 68 | -2%
COc1ccc(NC(=O)C2CCCN(S(=O)(=O)c3ccc4c(c3)oc(=O)n4C)C2)c(OC)c1 (stereo unspecified) | -2% | -0.1% | -4% | i | 8% | -3% | -1% | 1.7 | 47 | 1%
C=C(C(=O)c1ccccc1)C(C)C(=C)C(=O)c1ccccc1 | -1% | -0.1% | 15% | i | 3% | -4% | 3% | · | · | 4%

Just Rac1 GTP hydrolysis, for 6 of the compounds above:
smiles	Rac1 GTP hydrolysis
Cc1ccc(CN(Cc2ccco2)C(=S)NCC(=O)O)cc1	6%
CC1CCN(c2nnc(N)s2)CC1	6%
CC(CCc1ccccc1)NC(=O)C1CCN(S(=O)(=O)c2cnc[nH]2)CC1 (stereo unspecified)	2%
COc1ccc(-c2cc(C(=O)Nc3cccnc3)c3ccccc3n2)cc1OC	-5%
O=C1NCCCC1C(=O)N/N=C/c1ccccc1O (stereo unspecified)	5%
CN(Cc1ccccc1)C(=O)c1c[nH]c2ccc(S(=O)(=O)N3CCOCC3)cc2c1=O	6%

Carrying on.
SMILES | NS5 inhibitors | GPR55 activation | GPR55 antagonists | Yfh1-off respiration | Rac1 GTP hydrolysis | AID2073 | SV40 large T antigen | NTR1 ag | NTR1 ag cell count 20 µM | GPR35 antagonists
CCOC(=O)N1CCC(NC(=O)c2cccs2)CC1 | 11% | -0.2% | 10% | i | -9% | -5% | 16% | 1.3 | 56 | -11%
O=C1c2ccccc2C(=O)N1CCOc1ccccc1Cl | -7% | 0.0% | 6% | · | 6% | -4% | 5% | 0.5 | 71 | 4%
COc1ccc(OCC(=O)NCCCN2CCOCC2)cc1 | 1% | -0.3% | -6% | i | 0% | 13% | 3% | -1.0 | 96 | 10%
O=C(NCCCN1CCOCC1)c1ccc(S(=O)(=O)Nc2ccccc2F)cc1 | -7% | · | · | · | 2% | · | 13% | -0.2 | 72 | ·
FC(F)(F)c1cnc(COc2ccc(Cl)cc2Cl)c(Cl)c1 | -8% | 0.0% | 16% | i | 8% | 0% | 11% | 1.7 | 41 | 14%
CCOC(=O)c1cccc(NC(=O)C2CCC(CNc3c(N4CCOCC4)c(=O)c3=O)CC2)c1 (stereo unspecified) | -3% | -0.1% | -8% | i | 2% | -3% | -4% | -2.1 | 71 | -9%
COc1ccc(-n2nc(C(=O)NCC(=O)N3CCN(c4ccccn4)CC3)c3ccccc3c2=O)cc1OC | -1% | -0.4% | 3% | i | -5% | 9% | 23% | 0.4 | 43 | -7%
CCC(C)(C(=O)NC1CCCC1)N(C(=O)CC1NC(=O)NC1=O)c1c(C)n(C)n(-c2ccccc2)c1=O (stereo unspecified) | -4% | 0.1% | 19% | i | 3% | -2% | 6% | 2.1 | 50 | -12%
Cc1cc(C)c(NC(=O)C2CCC(=O)N2)c(C)c1 (stereo unspecified) | 0% | 0.9% | 8% | i | -1% | 16% | 3% | 1.1 | 32 | 4%
O=C(CCCn1c(=O)[nH]c2cc(Cl)ccc2c1=O)NCCC1=CCCCC1 | -4% | -0.1% | 10% | i | 6% | -2% | -3% | 1.7 | 102 | 4%
COC(=O)c1ccc(Cn2cc(C(F)(F)F)ccc2=O)cc1 | -3% | -0.3% | 5% | i | 4% | -7% | 6% | -0.9 | 82 | 2%
COc1cccc(-c2nc(-c3ccc4c(c3)-c3ccccc3S4(=O)=O)c(-c3ccccc3)[nH]2)c1OC | -3% | -0.3% | 12% | ? | -5% | 47% | 4% | 1.1 | 35 | -15%
COc1ccc(CCNC(=O)COC(=O)Cc2cccc3ccccc23)cc1 | -16% | -0.3% | -4% | i | 5% | -2% | 0% | 4.6 | 68 | 3%
COCC(C)n1c(SC(C)C(=O)NC2CCCCC2C)nc2ccccc2c1=O (stereo unspecified) | -1% | -0.1% | 19% | · | 10% | 6% | 15% | 1.2 | 54 | 3%
c1ccc2c(c1)oc1c(NCCCN3CCOCC3)ncnc12 | -3% | 0.2% | 0% | i | 13% | 10% | 8% | 2.6 | 33 | 6%
Cc1nn(CCC(=O)NCc2ccc(OC(C)C)cc2)c(=O)c2nn(-c3ccccc3)c(C)c12 | -2% | -0.1% | 15% | · | 8% | -6% | 26% | 0.6 | 69 | 6%

Record cards, as listed above. Values in the order: NS5 inhibitors	GPR55 activation	GPR55 antagonists	Yfh1-off respiration	Rac1 GTP hydrolysis	AID2073	SV40 large T antigen	NTR1 ag	NTR1 ag cell count 20 µM	GPR35 antagonists
COc1ccc(CCNC(=O)COC(=O)Cc2cccc3ccccc23)cc1 is entered as -16%	-0.3%	-4%	i	5%	-2%	0%	4.6	68	3%
CCOC(=O)N1CCC(NC(=O)c2cccs2)CC1 is entered as 11%	-0.2%	10%	i	-9%	-5%	16%	1.3	56	-11%

Source: PubChem BioAssay (several laboratories)
